Ecoli WT growth = blocks growth of wild type E. coli BW25113. E. coli BW25113 growth inhibition, OD600. inhibition, % at 10 µM. 0.05% of 20,000 active; in the data active = inhibition above about 40%;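 also: bacteria exposed to compound for 20 hours at 37 °C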
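Assay system: Bacterial strain in a whole-cell growth screen | Amount: Inoculum from a 1:1000 dilution of a 1.5 h subculture | Detection: Absorbance at 615 nm as a measure of bacterial growth | Timing: 20 h exposure, 37 °C | Buffer or medium: LB plus kanamycin 50 µg/mL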
An asterisk follows results filed as active.

SMILES | Ecoli WT growth
CC(C)CN(CC(C)C)C(=O)CS(=O)(=O)Cc1ccccc1 | -6.8
COc1ccc(C2C(C(=O)N3CCOCC3)=C(C)NC3=C2C(=O)CC(C)(C)C3)cc1O (centres undefined) | 0.1
CCCNC(=O)NC1C(NC(=O)NCCC)N(C)C(=O)N1C (centres undefined) | 9.6
O=C1c2ccccc2C(=O)N1CCC(c1ccc(F)cc1)c1ccco1 (centres undefined) | -14.6
Cn1nnnc1SCC(=O)Nc1ccc(Br)cc1Cl | 6.8
COCc1cc(C)nc(SCC(=O)N2CCC(C)CC2)c1C#N | -17.7
CCOc1ccc2nc(NC(=O)Cn3cnc4c3c(=O)n(C)c(=O)n4C)sc2c1 | -21.1
COCC(=O)Nc1sc2c(c1C(=O)OC)C(C(=O)OC)CC2 (centres undefined) | -0.3
Cc1cccc(N(CC(=O)N2CCCC2)S(=O)(=O)c2ccccc2)c1C | -2.3
Nc1ccc2oc(=O)c3ccccc3c2c1 | -14.1
CCSc1nc2cc(C(=O)OC)ccc2c(=O)n1CC | -9.8
O=C(CSc1nnnn1C1CCCC1)NCc1ccc2c(c1)OCO2 | -0.9
CCOC(=O)c1sc2nc(NC(=O)C(C)(C)C)sc2c1C | 2.8
CCC(C)(C(=O)NC1CCCCC1)N(CC1CCCO1)C(=O)c1ccccn1 (centres undefined) | -1.1
CC(=O)Nc1c(C#N)c(C(C)(C)C)cn1C | -15.3
N#C/C(=C\c1ccc[nH]1)Sc1nc2ccccc2s1 | -13.3
Cc1ccc(C)c(-c2nc3ccc(N)cc3[nH]2)c1 | -3.4
CCC(C)Oc1cccc(OCCCCN2C(=O)NC(C)(C)C2=O)c1 (centres undefined) | -21.2
COc1cc(NC(=O)c2cc(CC(C)C)on2)c(OC)cc1Cl | 8.7
COc1cccc2cc(C(=O)C3=C(O)C(=O)N(Cc4ccco4)C3c3cccnc3)oc12 (centres undefined) | -15.4

The final 7 records of the section before come first, to join the parts:
SMILES | Ecoli WT growth
CCC(C)(C(=O)NC1CCCCC1)N(CC1CCCO1)C(=O)c1ccccn1 (centres undefined) | -1.1
CC(=O)Nc1c(C#N)c(C(C)(C)C)cn1C | -15.3
N#C/C(=C\c1ccc[nH]1)Sc1nc2ccccc2s1 | -13.3
Cc1ccc(C)c(-c2nc3ccc(N)cc3[nH]2)c1 | -3.4
CCC(C)Oc1cccc(OCCCCN2C(=O)NC(C)(C)C2=O)c1 (centres undefined) | -21.2
COc1cc(NC(=O)c2cc(CC(C)C)on2)c(OC)cc1Cl | 8.7
COc1cccc2cc(C(=O)C3=C(O)C(=O)N(Cc4ccco4)C3c3cccnc3)oc12 (centres undefined) | -15.4
CN(C)S(=O)(=O)c1ccc(NC(=O)c2ccccn2)cc1 | -13.7
CCOCCCNC(=O)C1CCC(=O)N1CCc1ccccc1 (centres undefined) | -3.6
CCNc1nc(OC)nc(Oc2ccc(=O)n(-c3ccccc3)n2)n1 | -0.8
CC1(C)CC(=O)C2=C(C1)N(Cc1ccco1)C(=O)C2(NC(=O)C1CCCCC1)C(F)(F)F (centres undefined) | -8.0
Cc1cc(NC(=O)Cn2cnc3c2c(=O)n(C)c(=O)n3C)n(-c2ccccc2)n1 | -2.2
CCCCn1c(=NC(=O)c2ccc3c(c2)OCO3)c(C#N)cc2c(=O)n3cccc(C)c3nc21 | -15.7
c1ccc(CNc2c3c(nc4ncnn24)CCCC3)nc1 | 3.2
O=C1NC(=O)C(CC(=O)N(c2ccccc2)C2(C(=O)NC3CCCC3)CCCCC2)N1 (centres undefined) | -3.1
Cc1ccc(N(C(C)C(=O)Nc2ccccc2C(=O)N2CCOCC2)S(C)(=O)=O)cc1C (centres undefined) | -13.5
CCOc1ccc(N(CC(N)=O)S(=O)(=O)c2ccc(F)cc2)cc1 | -11.7
CC(=O)Nc1cccc(Oc2ccc3c(c2)C(=O)N(CCC(=O)O)C3=O)c1 | -26.3
CC(C)(C)C(=O)Oc1cc(N)n(S(=O)(=O)c2ccccc2)n1 | -0.8
CC1(c2ccc(Cl)cc2)NC(=O)N(CC(=O)NC(=O)NCc2ccco2)C1=O (centres undefined) | -4.6
Cc1ccc(NC(=O)CSc2nnc(-c3ccc(S(=O)(=O)N4CCOCC4)cc3)n2C)cc1 | -0.9
CC(=O)Nc1cccc(-c2nnc(SCC(=O)N3CCCCC3)n2C)c1 | -29.0
COc1ccc(C(=O)Nc2ccc(Cl)cc2C(=O)NCCO)cc1 | -11.4
COc1ccc(-c2noc(CCN3C(=O)c4ccccc4C3=O)n2)cc1OC | 12.7
O=C(NCc1cccs1)c1cc2c(s1)CS(=O)(=O)C2 | 7.8
O=C(c1ccc(Br)s1)N1CCN(c2ncccn2)CC1 | -9.6
Cc1cc(-c2nnc3n2N=C(C(C)(C)C)CS3)n[nH]1 | -8.6
Cn1c(=O)c2c(ncn2CC(O)CO)n(C)c1=O (centres undefined) | -0.8
Cc1sc2nc(SCC(=O)N(C)C)[nH]c(=O)c2c1C | -19.6
CC1(C)SC2[C@H](NC(=O)C(NC(=O)N3CCNC3=O)c3ccccc3)C(=O)N2C1C(=O)O (some centres undefined) | -5.3
COc1cc(NS(=O)(=O)c2ccccc2)ccc1-n1nc(C)cc1C | -15.6
CC(NC(=O)NC12CC3CC(CC(C3)C1)C2)C1CCCO1 (centres undefined) | -5.9
C=Cc1cccc(NC(=O)COc2ccccc2)c1 | -14.0
Cc1ccc2cccc(S(=O)(=O)N3CCN(c4ccccc4F)CC3)c2n1 | 2.6
CC(c1ccco1)N(Cc1ccco1)C(=O)Nc1ccccc1 (centres undefined) | -2.0
COc1ccc(F)cc1S(=O)(=O)Nc1ccc2c(c1)OCO2 | 4.1
CCn1c(SCc2nc(-c3cccs3)no2)nnc1-c1c[nH]c2ccccc12 | 1.1
CCCn1c2ccccc2c2nc3ccccc3nc21 | 5.3
COC(=O)c1c(C(=O)OC)n(CCCN)c2ccc(C)cc12 | -1.3
CC1Cc2cc(/C(O)=C3\C(=O)C(=O)N(CCN4CCOCC4)C3c3ccccc3F)ccc2O1 (centres undefined) | -10.1
Cc1ccc2nsnc2c1S(=O)(=O)N1CCN(Cc2ccc3c(c2)OCO3)CC1 | -3.1
Nc1nc2ccccc2n1/N=C/c1ccc(Br)cc1 | -3.2
Clc1ccc(Cn2ncc3c(NCCN4CCOCC4)ncnc32)cc1 | 6.8
O=C(OCCN(CCOC(=O)c1ccncc1)S(=O)(=O)c1cccs1)c1ccncc1 | -4.5
O=C(c1c(Cl)nc2sccn12)N(C(=O)c1c(Cl)nc2sccn12)c1ccc(Cl)cn1 | 4.4
COc1ccc(-n2ncc3c(N4CCc5ccccc54)ncnc32)cc1 | -6.2
Clc1ccc(-c2nnc3ccccn23)cc1 | -12.5
COC(=O)c1cc(OC)c(OC)cc1NC(=O)CN1CCOCC1 | -5.1
Cn1nc(-c2ccc(N3CCCCC3)c(NC(=O)c3ccco3)c2)c2ccccc2c1=O | -4.6
CCOC(=O)c1sc(NC(=O)CSc2nc3c(cc2C#N)CCC3)c(C#N)c1C | -5.9
COc1ccc(N=C2SC(CC(=O)Nc3ccc(OC)cc3OC)C(=O)N2C)cc1 (centres undefined) | -15.8
Cc1ccc(Cn2c(=N)c(C(=O)NCc3ccco3)cc3c(=O)n4ccccc4nc32)cc1 | -4.5
Clc1ccccc1-c1nn2c(-c3ccncc3)nnc2s1 | -31.8
Cc1ccc(NC(=O)COC(=O)c2ccn(C)n2)cc1 | -5.0
COC(=O)COc1ccc(S(=O)(=O)Nc2ccc3c(c2)OCO3)cc1Cl | -14.6
CCCCn1c(SCC(=O)NCc2ccccc2)nc2ccc(N3CCOCC3)cc2c1=O | 6.4
O=c1ccnc(NCCc2ccccc2)[nH]1 | -18.2
COCCN(Cc1cc2cccc(C)c2[nH]c1=O)C(=O)c1ccccc1 | -1.9
Cc1ccc(S(=O)(=O)Cn2nnnc2C(C(C)C)N2CCN(C(=O)c3ccco3)CC2)cc1 (centres undefined) | 9.7
COc1cc(-c2nnc(-c3ccco3)o2)ccc1OCc1ccccc1 | -20.9
COc1cc(OC)cc(C(=O)NCCN2CCOCC2)c1 | -0.7
COC(=O)Cc1ccc(NC(=O)c2ccc(Br)o2)cc1 | -14.6
N#Cc1nc(-c2cccs2)oc1N1CCN(c2ccccc2)CC1 | -16.9
COc1ccc(OC(C)C(=O)N2CCOCC2)cc1 (centres undefined) | -14.3
O=C1c2ccccc2C(Nc2ccc(-c3nc4ccccc4[nH]3)cc2)N1Cc1ccco1 (centres undefined) | 8.1
CCCC(=O)Nc1ccccc1-c1nnn(CC(=O)Nc2ccc(OCC)cc2)n1 | 14.3
COc1cc2c(cc1OC)C(C)N(C(=O)Cn1ncc3c1-c1ccccc1OC3)CC2 (centres undefined) | 4.1
Later entries:
SMILES | Ecoli WT growth
COc1ccc(NC(=O)N2CC(C)OC(C)C2)cc1OC (centres undefined) | -5.2
CCOC(=O)c1sc(NC(=O)CSc2n[nH]c(-c3ccccc3)n2)c(C#N)c1C | 6.4
CCOC(=O)CC(=O)CSc1nc(-c2cccnc2)ccc1C#N | -7.8
CCn1c(NC(=O)c2cccc(Cn3cc(Cl)cn3)c2)nc2ccccc21 | 1.3
Cn1c(NCc2cccs2)nc2ccccc21 | -16.5
COc1ccc(/C(O)=C2/C(=O)C(=O)N(Cc3cccnc3)C2c2ccncc2)cc1F (centres undefined) | 5.3
Cc1ccc(S(=O)(=O)NC2CCCC(C(=O)O)C2)cc1 (centres undefined) | -20.8
Cc1nn(S(=O)(=O)N2CCCCC2)c(C)c1Br | 8.1
O=C(C1=C(O)C(=O)N(Cc2ccco2)C1c1cccnc1)c1cc2ccccc2o1 (centres undefined) | -11.1
CN(CC(=O)Nc1ccc2c(c1)OCCO2)S(=O)(=O)c1ccc(Br)s1 | -1.2
Cc1cc(C(=O)NCCN2CCCCC2C)n(-c2ccccc2)n1 (centres undefined) | 11.3
Cc1cc2ncn(S(=O)(=O)N3CCOCC3)c2cc1C | -14.9
c1csc(-c2nnc3ccccn23)c1 | 4.2
O=C(CCCN1C(=O)c2ccccc2C1=O)Nc1sc2c(c1C(=O)NCc1ccco1)CCC2 | -15.8
O=C(CCCCCn1c(SCc2ccncc2)nc2ccccc2c1=O)NCc1ccco1 | -3.2
COc1ccc(C(C)(C)C)cc1NC(=O)c1c(C)noc1C | -18.4
Cc1nn(-c2nc3ccccc3s2)c(C)c1Oc1ccccc1O | -0.6
O=C(NCc1ccc2c(c1)OCO2)c1cc(-n2cnnc2)ccc1Cl | -15.0
Nc1nc(SCC(=O)Nc2ccc(Br)cc2F)n[nH]1 | -19.2
Cc1nc2ccc(NC(=O)N3CCC(c4ccccc4)C3)cc2nc1C (centres undefined) | 1.0
COc1cccc(OC)c1C(=O)N1CCN(S(=O)(=O)c2ccccc2)CC1 | -3.9
CSc1cccc(NS(=O)(=O)c2cccs2)c1 | -7.3
CC(C)NS(=O)(=O)c1ccc(OCC(N)=O)c(Cl)c1 | -21.9
CCn1c(SCc2ccc(OC)cc2)nnc1-c1ccncc1 | -10.2
CC1CCCCC1NC(=O)COc1ccc(-n2cnnn2)cc1 (centres undefined) | 13.4
O=C(NCc1cccs1)C1CC(=O)N(C2CCCC2)C1 (centres undefined) | 5.0
O=C(Nc1ccncc1)Nc1ccc(F)cc1F | -11.2
CCc1ccc(CCC(=O)Nc2ccc(S(N)(=O)=O)cc2)o1 | -21.2
Nc1nncn1C(=O)CCc1ccccc1 | -17.9
COc1cc(OC)cc(C(=O)NCc2n[nH]c(=S)n2-c2ccccc2OC)c1 | -8.5
CCOC(=O)c1oc2ccccc2c1CSc1nnnn1-c1ccc(OC)cc1 | 9.1
Cc1sc2nc(SCc3nc4ccccc4[nH]3)n(Cc3ccco3)c(=O)c2c1C | 6.6
COc1ccc(NS(=O)(=O)c2coc(C(N)=O)c2)cc1Cl | -3.2
Cc1ccc(-c2nnc(SCC(=O)Nc3ccccc3N3CCOCC3)o2)cc1 | -5.9
O=C(Nc1ccc(N2CCOCC2)cc1)C1CC1 | -4.1
Cn1cnnc1Sc1nc2c(c(=O)n(C)c(=O)n2C)n1C | -3.1
Cc1oc(-c2nc3ccccc3n2C)cc1C(=O)c1ccccc1 | 0.5
CCOC(=O)CSc1nn(C)c(=S)s1 | 7.4
COn1c(SCc2cccnc2)nc2ccccc2c1=O | -16.4
N#C/C(=C\c1ccc(O)c(O)c1)C(=O)NCCCc1ccccc1 | 10.8

A stretch taken from the entries so far:
SMILES | Ecoli WT growth
COc1ccc(NS(=O)(=O)c2coc(C(N)=O)c2)cc1Cl | -3.2
Cc1ccc(-c2nnc(SCC(=O)Nc3ccccc3N3CCOCC3)o2)cc1 | -5.9
O=C(Nc1ccc(N2CCOCC2)cc1)C1CC1 | -4.1
Cn1cnnc1Sc1nc2c(c(=O)n(C)c(=O)n2C)n1C | -3.1

Further compounds follow.
SMILES | Ecoli WT growth
O=C(NC12CC3CC(CC(C3)C1)C2)N1CCC(O)CC1 | 3.8
Cc1cc(C(=O)NCCCc2ccccc2)no1 | -4.0
CCOC(=O)CSc1nnc([C@H](CC(C)C)NC(=O)OC(C)(C)C)o1 | 2.7
CC1CCc2nn(CC(=O)Nc3ccc(F)cc3F)cc2C1 (centres undefined) | 1.7
CCC[C@@H]1C[C@@H](C(=O)N[C@H]([C@@H](C)O)[C@H]2O[C@H](SC)[C@H](O)[C@@H](O)C2O)N(C)C1 (some centres undefined) | 11.8
CC(Oc1ccccc1)C(=O)NC1CCN(Cc2ccccc2)CC1 (centres undefined) | -8.4
COc1ccc(N2CCN(C(=O)CSc3nnc(Cn4nnc5ccccc54)n3C)CC2)cc1 | 6.6
O=C(Nc1ccccc1N1CCCC1)c1cccnc1 | -5.4
O=C(c1cnc2sccn2c1=O)N1CCc2ccccc2C1 | -4.1
Cc1ccc(N(C(=O)C2CCC(=O)N2)C2(C(=O)NC3CCCCC3)CCCCC2)cc1 (centres undefined) | -5.8
CCCCCn1c(CN(C)Cc2ccccc2)nc2c1c(=O)n(C)c(=O)n2C | 0.4
CCOC(=O)C1=C(C)Nc2ncnn2C1c1c[nH]c2ccccc12 (centres undefined) | -19.1
Cn1c(SCC(=O)NCc2cccs2)nnc1-c1cccs1 | -18.5
COC(=O)c1cc(OC)c(OC)cc1NC(=O)CCC1CCCC1 | 0.7

A portion of the library, so the mix of outcomes need not match the whole.
